Pf Dd2 growth = inhibitors of Plasmodium falciparum Dd2 growth | P. falciparum Dd2 growth, SYBR Green, 72 h | Potency, µM (top dose mostly 28.9 µM), for inactives: at the top dose activity, negative = inhibition, actives largely listed as inhibitors | 120,000 tested, 4.3% active; active = well fitted inhibition curve with a large enough effect; inconclusive = small, poorly fitted or top-dose-only effect; inactive = no such curve, though single readings can be large or run the other way;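 also: plate controls were DMSO vehicle for no effect and reference drug for full effect; nearly all actives have a fitted effect of over 65% in size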
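Infected erythrocytes (Dd2, 0.3% parasitemia, 2.5% hematocrit final) are added to compound in RPMI-1640/Albumax II medium, grown 72 h at 37C in low oxygen, then lysed with saponin/Triton-X containing SYBR Green and read by fluorescence.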
The depositor's hits bear a star; i = inactive; u = inconclusive; [ ] = remark or other dose. Potency is read from the fitted curve at half-maximal effect.

compound	Pf Dd2 growth
O=C(C1CCC1)N1CCN(Cc2ccc(=O)n(CC3CC3)c2)CC1	-7%
COc1ccc(-c2ccc3ncc(Nc4ccccc4OC)n3n2)cn1	u
COCCn1c2c(c(=O)n1-c1ccccc1)CCN(C(=O)COc1ccccc1)C2	-9%[44.1 µM]
CN(C)C(=O)C1CN(C(=O)Nc2cccc(C(F)(F)F)c2)CC12CCOCC2 (stereo unspecified)	-1%
O=C1COCC2(CN(Cc3ccc4c(c3)CCO4)C2)CN1Cc1ccccc1	u
COc1ccc(C2Cn3cnc(C(=O)N4CCC(C(=O)NCc5ccncc5)CC4)c3CO2)cc1 (stereo unspecified)	11%
COc1ccc(C(=O)N2CCC3(CC2)NC(=O)N(c2ccc(F)cc2)N3)cc1	u
Cc1ncoc1C(=O)N1CCOc2ccc(CCC(N)=O)cc2C1	-6%
CCc1ccccc1N(CC)C(=O)c1cc2c(s1)-c1ccccc1SC2	i
NCCN1C(=O)CC[C@H]2CN(C(=O)c3ccc(Cl)s3)CC[C@H]21	-1%
CC(=O)Nc1ccc(S(=O)(=O)Nc2ccc(-c3cn4c(C)csc4n3)cc2)cc1	23%
CC(=O)N1CC2(CCCN(Cc3ccc(Cl)cc3)C2)Cc2ccccc21 (stereo unspecified)	-14%
COc1cc(SC)ccc1C(=O)N[C@H]1CCN2C(=O)N(c3cccc(C(F)(F)F)c3)C(=O)[C@@H]2C1	i
CCCc1noc(-c2ccn3c(CNC(=O)c4ccc(C)cc4C)nnc3c2)n1	-7%
O=C(NCCc1ccccc1)C1CCN(C(=O)c2ncn3c2COC(c2ccc(F)cc2)C3)CC1 (stereo unspecified)	i
Cc1cccc(C)c1NC(=O)c1cc(S(=O)(=O)N2CCc3ccccc3C2)ccc1F	6%

Rewritten as labelled records: part of the list above.
CCCc1noc(-c2ccn3c(CNC(=O)c4ccc(C)cc4C)nnc3c2)n1
  Pf Dd2 growth: -7%

O=C(NCCc1ccccc1)C1CCN(C(=O)c2ncn3c2COC(c2ccc(F)cc2)C3)CC1 (stereo unspecified)
  Pf Dd2 growth: i

The listing continues:
compound	Pf Dd2 growth
O=C(Cc1cccn1-c1ccc(Cl)cc1)N1CCCC1	-26%
Cn1c(CN2CCN(CCN3CCOCC3)CC2)nnc1C1CC(N)C1 (stereo unspecified)	-3%
Cc1cc2ccccc2nc1-c1cccc(O)c1	u
CCc1ocnc1C(=O)NC1CC(c2cc(N3CCC(O)C3)ncn2)C1 (stereo unspecified)	-13%
CN(C)C(=O)N(C)Cc1cccc(C(F)(F)F)c1	3%[44.1 µM]
CCCN1CCC(N2CCC(N3CCC(C(=O)NCc4cccnc4)CC3)CC2)CC1	0%
CCC(Oc1ccccc1)C(=O)Nc1nnc(S(=O)(=O)Nc2ccccc2)s1 (stereo unspecified)	5%
CC(C)N1C(=O)Cc2ccccc2C1C(=O)NCc1ccccc1 (stereo unspecified)	-12%
CCn1ccc(C(=O)N2C[C@@H](CO)[C@H](c3ccccn3)C2)n1	3%
COc1cc(-c2oc3ccc(C)cc3c(=O)c2O)cc(OC)c1OC	13µM*
Cc1onc(-c2cnn(C)c2NCc2ccc(C#N)cc2)c1C(=O)N1CCCC1	18%[44.1 µM]
COC(=O)c1ccc2c(=O)n3nc(Nc4ccc(F)cc4F)sc3nc2c1	41%[activator]
Cc1cccc(C(=O)N2CCC(N3CC4CC(C3)[C@H]3CCCC(=O)N3C4)CC2)c1 (stereo partly specified)	-19%
CCNC(=O)N[C@H]1[C@H](O)[C@@H](N2CCN(C(C)=O)CC2)[C@@H]2OC[C@H]1O2	u
Cc1ccc(Cl)cc1-n1c(=O)c2sc3ccccc3c2n(Cc2ccccc2)c1=O	u
CCOc1ccc(Cn2c(CNS(=O)(=O)c3c(C)cc(C)cc3C)nc3cccnc32)cc1	i
COc1ccc(CC(=O)N2CC(=O)Nc3ccc(F)cc3C2c2ccccc2)cc1 (stereo unspecified)	2%
COC(=O)CNC(=O)N1CC(c2nc(CCOc3cccc(C)c3)no2)C1	-15%
COCCN1CCCCCC(O)c2cc(C(=O)NCCCN(C)C)ccc21 (stereo unspecified)	5%
O=C(NCCc1ccccc1)c1nn(-c2ccccc2F)nc1CO	34%[activator]
Cc1cc(C)cc(-n2ccnc2SCC(=O)Nc2ccc(C)c(Cl)c2)c1	2%
CCOC(=O)CNC(=O)c1cc(-c2ccc(Cl)cc2)cn1C	i
CN1Cc2nc(Nc3ccc(C(F)(F)F)cc3)ccc2OCC1=O	i
Cc1nc(CN2CCN(C(=O)[C@H]3CC[C@@H](N)C3)CC2)cs1	22%
Cc1ccc2c(c1)N1C(=O)OC[C@@H]1CCN(C(=O)c1ccno1)C2	21%[44.1 µM]
O=C(c1nc2c(o1)CCN(Cc1cccc(F)c1)CC2)N1CCOCC1	-3%[44.1 µM]
CO[C@H]1[C@H](NC(=O)c2cnc(C)cn2)c2ccccc2C12CCNCC2	-15%
CCOCCCNC(=O)c1c(C)noc1-c1ccc(OC)cc1	i
CC(C)(C)c1ccc(C(=O)NC2(C(F)(F)F)NC(=O)N(CCc3ccccc3)C2=O)cc1 (stereo unspecified)	i
CC(C)CN1C(=O)N(Cc2ccccn2)C(=O)C12CCN(Cc1ccc3c(c1)CCO3)CC2	u
CNC(=O)CCn1ncc2cc(OCc3ccccc3-c3ccc(F)cc3F)ccc21	u
O=C(c1ccccc1)N1CC[C@H](c2nnc(Cc3ccccc3)o2)C1	12%[44.1 µM]
O=C(c1cc(-c2ccccc2)n[nH]1)N1CCC2(CC1)CC(OCC1CC1)CCO2 (stereo unspecified)	u
Cn1nc(C(=O)N2CCCC(CN3CCOCC3)CC2)c2ccccc21 (stereo unspecified)	u
Cc1ccc(NC(=O)CCc2nc3cccnc3n2-c2ccccc2)cc1Cl	-8%
Cc1ncsc1CN1CCCC(C(=O)NCc2ccccc2)CCNC(=O)CC1 (stereo unspecified)	-11%
Cc1nsc(NC(=O)N2CCC(N)CC2)n1	3%
COc1ccc(-c2cc(N3CCN(C(=O)c4ccc(OC)cc4OC)CC3)n[nH]2)cc1	u
CCC(=O)N1Cc2ccccc2CC2(CCCCN2Cc2cccnc2)C1 (stereo unspecified)	u
COc1ccc(C(=O)N[C@H]2CO[C@H]3[C@@H]2OC[C@@H]3n2nnnc2-c2ccc3c(c2)OCO3)cc1	-17%
O=[S+]1([O-])NC2(CCN(CC3CCCCC3)C2)CNc2ccccc21 (stereo unspecified)	-11%
CCCNC(=O)N(C1CCOCC1)C1CCN(S(=O)(=O)c2ccccc2CC)CC1	-22%
CCc1ccc(CN2CCCC(c3nnc(CN4CCCC4)n3C)C2)cc1 (stereo unspecified)	-5%
Cc1ccc2c(CNCc3ccc(C)o3)c(C(=O)O)n(Cc3ccccc3C)c2c1	u
CCc1cccc(CC)c1NC(=O)Cn1nnc2sc(-c3ccccc3)cc2c1=O	22%
COc1cc2c(cc1-c1ccncc1)NC(=O)C21CCN(C(C)=O)CC1	i
Cc1ccc(C(=O)N(C)CC2CCOCC2)cc1F	-13%
Cc1cccc(C)c1NC(=O)CCS(=O)(=O)c1cccc2nonc12	i
CCOc1ccccc1CNC(=O)CCCn1c(=O)c2cccn2c2ccc(F)cc21	-12%
CCOc1ccc(CCNC(=O)CCc2c(C)nc3c(-c4ccccc4)c(C)nn3c2C)cc1OCC	15%
CN1C[C@@H](NS(=O)(=O)c2ccc(C#N)cc2)C[C@H]1c1nc(-c2ccc(Cl)cc2)no1	u
O=C(Cc1ccc(Cl)cc1)Nc1nnc2n1CCS2	-7%
Cn1cc([C@@H](NC(=O)CCn2nnc3ccccc32)C2CC(O)C2)cn1 (stereo partly specified)	-23%
COCC(=O)NC1CCN(c2ccccc2)C1=O (stereo unspecified)	7%
Cc1cccc(CN2CCc3nc(N4CCN(C)CC4)[nH]c(=O)c3CC2)c1	i[5.79 µM]
CCN(C)C(=O)Cn1c(Cc2ccccc2)nn(-c2ccccc2OC)c1=O	-13%

(further entries)
compound	Pf Dd2 growth
COCCCNC(=O)NC(CCC(C)C)c1c(-n2cccc2)sc2c1CCN(C)C2 (stereo unspecified)	-7%
O=c1n(CCn2cccc2)nc(C2CCCNC2)n1-c1ccccc1 (stereo unspecified)	u
Cc1cc(N2CCC(NCc3cc(C)nn3C)CC2)nc(-c2ccccc2)n1	i
C=C(CC)CN1CCCC12Cc1ccccc1CNC2=O (stereo unspecified)	u
O=C1[C@H]2CN(Cc3ccc(F)cc3Cl)C[C@H]2C(=O)N1Cc1ccc2c(c1)OCO2	-2%
COc1ccc(NC(=O)COc2ccc(-c3nn(C)c(=O)c4ccccc34)cc2)cc1	-9%
CCn1ccc(C(=O)N2CCCCCNC(=O)[C@H]3C[C@H](C(=O)N4CCc5ccccc5C4)C[C@H]32)n1	u
Cc1ccc(-c2cc(N3CCCN(C(=O)CCc4ccccc4)CC3)n[nH]2)cc1C	-19%
C[S+](=O)([O-])N1CCC(Cn2ccc3c(N4CCOCC4)nc(-c4cccc(O)c4)cc32)CC1	i
Cc1ncc(S(C)(=O)=O)c(NCCCNc2cccnc2)n1	-7%
CCOc1ccc(NS(=O)(=O)c2ccc3[nH]cc(C(=O)N4CCCCCC4)c(=O)c3c2)cc1	30%[activator]
COc1cc(OC)c(N(C)C(=O)c2sc3nc4n(c(=O)c3c2C)CCCCC4)cc1Cl	5%[5.79 µM]
CN(C(=O)Cn1c(=O)n(CCCS(=O)(=O)C2CCCCC2)c(=O)c2ccccc21)c1ccccc1	-5%
CCOC(=O)c1c(C)[nH]c(C)c1S(=O)(=O)N1CCCC(C(=O)Nc2cccc(CC)c2)C1 (stereo unspecified)	i
COc1cccc(-c2cc(-c3nc(C4CCOC4)no3)[nH]n2)c1 (stereo unspecified)	u
COc1cccc(-n2c(=O)c3sc4ccccc4c3n(CC(=O)Nc3ccccc3C)c2=O)c1	u
O=C(NCc1csc(-c2cnccn2)n1)C1CNCCO1 (stereo unspecified)	3%
COc1ccccc1N1CCN(C(=O)CSc2nc(-c3ccc(C(C)C)cc3)no2)CC1	0.35µM*
O=C(NCCC1=CCCCC1)c1ccc2c(=O)n3nc(Nc4ccccc4)sc3nc2c1	u
Cc1ccc2c(c1)nc1n2[C@@H](CNCc2ccc(S(C)(=O)=O)cc2)COC1	7%[44.1 µM]
O=C(Cn1cccc1-c1nc(-c2ccc(F)cc2)no1)NCc1ccc(Cl)cc1	-15%
Cc1cnc(C2CC2)n1C1CCN(C(=O)NC(C)C)CC1	-14%
CCCNC(=O)CCc1ccnc(N2CCCC2)c1	-26%
COCc1nc2nc(-c3ccccc3)c(-c3ccccc3OC)cc2n1C	-6%[44.1 µM]

A draw from above in order of count of non-hydrogen atoms, descending:
compound	Pf Dd2 growth
COc1ccccc1N1CCN(C(=O)CSc2nc(-c3ccc(C(C)C)cc3)no2)CC1	0.35µM*
Cc1cnc(C2CC2)n1C1CCN(C(=O)NC(C)C)CC1	-14%
CCCNC(=O)CCc1ccnc(N2CCCC2)c1	-26%

Later entries
compound	Pf Dd2 growth
CCc1nc(-c2c3n(c(=O)n(Cc4ccc(Cl)cc4)c2=O)CCCC3)no1	-10%
CNc1nc2c(c(C(=O)N3CCCC3)n1)CN(S(=O)(=O)C1CC1)CC2	0%
Cc1cc(C)c2c(=O)cc(C(=O)Nc3ccc(S(=O)(=O)N(C)Cc4ccccc4)cc3)oc2c1	i
CCOc1ccccc1CN(CCc1ccc2c(c1)OCO2)Cc1cc(OC)c(OC)cc1OC	4µM*
CNC(=O)c1cc[nH]c1C1CCCN(C(=O)Cc2cccnc2)C1 (stereo unspecified)	7%
O=C(N[C@@H]1CN(Cc2ccncc2F)C[C@H]1CO)C1CC1	13%
CN1CCN(C(=O)c2ccc3nccn3c2)CC1	6%[44.1 µM]
Cn1cc(CN(C(=O)Nc2ccc(Cl)c(Cl)c2)C2CCCCC2)c2ccccc21	u
CCCN(CC1CCOC1)C(=O)Nc1ccccc1OCC (stereo unspecified)	i[5.79 µM]
COc1cccc(CN2C[C@@H](CO)[C@H](C3CCN(C(C)=O)CC3)C2)c1	-15%
Cc1ncsc1CN1C[C@@H]2C(=O)N(CCCN3CCCC3=O)C(=O)[C@@H]2C1	-3%
COc1ccc(CC(=O)N2CC(CO)C3(CCNCC3)C2)cc1 (stereo unspecified)	29%
COc1cc(C2Oc3nc(SC)nnc3-c3ccccc3N2C(C)=O)cc(Cl)c1OC (stereo unspecified)	5%
CCOc1cc(=O)n2c(c1C(=O)Nc1cc(OC)c(Cl)cc1OC)CCCC2	-5%
Cn1cc(Cl)c(C(=O)N2CCOC(c3ccc(Cl)c(Cl)c3)C2)n1 (stereo unspecified)	-25%
COc1ccc(C2=NC3(CCCCC3)N(CC(=O)Nc3ccc(C(C)C)cc3)C2=O)cc1	-30%
COc1ccccc1NC(=O)c1cc(S(=O)(=O)NCCc2ccccc2)ccc1F	i
CCCC1c2nccn2CCCN1C(=O)c1cocn1 (stereo unspecified)	7%
Cc1ccc([C@@H]2CN(C(=O)c3cn(CCN)nn3)C[C@H]2NC(=O)C2CC2)cc1	2%
Cc1oc(-c2cccc(Cl)c2)nc1CN1CCCC(C(N)=O)C1 (stereo unspecified)	u

The list is partial (hit frequency here may not be typical).
